NPC1 promoter act = qHTS Assay for NPC1 Promoter Activators; Huh7 NPC1 promoter luciferase reporter, 24 h; Potency, µM (top dose mostly 9.22 µM), for the others: at the highest dose activation, most hits filed as activators; actives 2.4% (n = 320,000); AID 485313, 2010;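 note: potency is the fitted concentration of half-maximal effect; % of control where 0% means no effect; nearly all actives have a fitted effect of over 60% in size; reporter is driven by a mutant NPC1 promoter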
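Quantitative HTS used a cell-based reporter: Huh7 cells stably bearing the NPC1 promoter upstream of luciferase were treated with compounds for 24 h, and promoter activation was read as luminescence.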
ELG1 genotox = qHTS screen for small molecules that induce genotoxicity in human embryonic kidney (HEK293T) cells expressing luciferase-tagged ELG1 | HEK293T ELG1-luciferase reporter, luminescence, 16 h | Potency, µM (top dose mostly 46 µM), for inactives: top-dose activity change, positive = activation, actives largely listed as activators | actives 1.3% (n = 330,000) | AID 504466, 2011; note: potency is the fitted concentration of half-maximal effect; % of control where 0% means no effect; nearly all actives have a fitted effect of over 60% in size
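ELG1-luciferase HEK293T cells, 2,000/well; compound pinned in; 16 hr, 37 °C, 5% CO2; ONE-Glo, 30 min RT; luminescence on CCD imager.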
RORgamma inh = qHTS for inhibitors of ROR gamma transcriptional activity | Nuclear receptor ROR-gamma (Mus musculus), P51450 | Drosophila S2 Gal4-RORgamma UAS-luciferase reporter, 20 h | Potency, µM (titrated, usually from 53.6 µM), without a hit: top-dose activity change, negative = inhibition, most hits filed as inhibitors | actives 5.4% (n = 310,000) | AID 2551, 2010; note: potency is the fitted concentration of half-maximal effect; % is set by controls: 0 for no effect and ±100 for the full control effect; nearly all actives have a fitted effect of over 60% in size
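Stably transfected Drosophila Schneider cells are the test system, with ROR gamma fused to Gal4 and luciferase under UAS control; luminescence is read after 20 hr of 700 uM copper sulfate induction at ambient temperature.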
p53 reactivator = qHTS assay for re-activators of p53 using a Luc reporter; H1299 p53-A138V BP100-luciferase reporter, luminescence, 24 h; Potency, µM (titrated, usually from 92.2 µM), for the others: at the highest dose activity change, positive = activation, hits mostly activators; actives 0.063% (n = 320,000); AID 504706, 2011; note: potency is the fitted concentration of half-maximal effect; % of control where 0% means no effect; nearly all actives have a fitted effect of over 45% in size
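H1299 (p53-null), stable ts p53-A138V + BP100-Luc; 1000 cells/well, Opti-MEM/10% FBS; cpd 4 pt, 1:5; 24 h, 37 deg C, 5% CO2; detection reagent 10 min RT; luminescence.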
Menin-MLL TR inh = qHTS Assay for Inhibitors Targeting the Menin-MLL Interaction in MLL Related Leukemias: Competition With Texas Red Labeled MLL-derived Mutant Peptide. Menin + Texas Red MLL mutant peptide, fluorescence polarization. actives 0.23% (n = 270,000). O00255. Potency, µM (top dose mostly 61.6 µM), for the others: top-dose FP activity change, negative = inhibition, usual class: inhibitors; active = well fitted inhibition curve with a large enough effect in the polarisation, with a control signal flat, not every such curve was filed as active; inconclusive = small, poorly fitted or top-dose-only effect, or effect the other way, or a change in a side signal; inactive = no such curve, though single readings can be large or run the other way; the % refers to the polarisation; note: potency is the fitted concentration of half-maximal effect; % of control where 0% means no effect; many of its hits are not listed in these tables
FLuc counter = qHTS profiling assay for firefly luciferase inhibitor/activator using purifed enzyme and Km concentrations of substrates (counterscreen for miR-21 project) | purified FLuc, Km substrates, luminescence inhibition | Potency, µM (titrated, usually from 57.5 µM), without a hit: at the highest dose activity change, negative = inhibition, hits mostly inhibitors | actives 6.9% (n = 360,000);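 note: potency is the fitted concentration of half-maximal effect; plate controls were vehicle for no effect and reference inhibitor for full effect; nearly all actives have a fitted effect of over 55% in size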
Target sequence (P08659 whole entry, looked up): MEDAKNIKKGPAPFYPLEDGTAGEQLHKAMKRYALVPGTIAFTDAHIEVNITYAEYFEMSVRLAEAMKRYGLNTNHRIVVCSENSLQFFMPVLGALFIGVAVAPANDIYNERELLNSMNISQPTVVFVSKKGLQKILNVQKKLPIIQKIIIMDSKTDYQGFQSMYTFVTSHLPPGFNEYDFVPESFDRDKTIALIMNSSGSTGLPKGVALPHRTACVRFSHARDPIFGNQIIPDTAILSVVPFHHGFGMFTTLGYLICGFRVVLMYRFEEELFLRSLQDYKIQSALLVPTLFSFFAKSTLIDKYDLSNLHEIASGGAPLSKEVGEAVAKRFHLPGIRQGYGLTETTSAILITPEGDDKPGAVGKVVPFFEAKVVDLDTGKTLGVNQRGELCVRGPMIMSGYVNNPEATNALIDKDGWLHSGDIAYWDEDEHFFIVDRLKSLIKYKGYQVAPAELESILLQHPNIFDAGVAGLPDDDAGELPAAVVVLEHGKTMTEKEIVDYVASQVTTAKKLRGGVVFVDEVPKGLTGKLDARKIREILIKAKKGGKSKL
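Biochemical qHTS of compounds, final roughly 60 µM downward over six points, against 10 nM purified firefly luciferase using Km concentrations of substrates (10 uM D-luciferin, 10 uM ATP) in Tris acetate pH 7.5 buffer; luminescence output.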
BRCA1 expr up = qHTS Assay to Identify Small Molecule Activators of BRCA1 Expression. MCF7-BRCA1-FFLuc reporter, luminescence, 48 h; response scale: scaled: vehicle 0%, 10 µM genistein 100%. Potency, µM (titrated, usually from 46.1 µM), for the others: at the top dose activation, actives largely listed as activators. actives 1.1% (n = 380,000). AID 624202, 2012; note: potency is the fitted concentration of half-maximal effect; nearly all actives have a fitted effect of over 80% in size; some results filed as inactive show a strong effect at the top dose
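First, MCF7-BRCA1-FFLuc cells (2000/well) attach for 2 h; next, compounds are pin-added and incubated 48 h at 37 °C; finally, luciferase reagent is added and luminescence read after 15 min.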
Rab9 promoter act = qHTS Assay for Rab9 Promoter Activators. Huh7 Rab9 promoter-luciferase reporter, luminescence, 24 h. Potency, µM (top dose mostly 9.22 µM), inactives show at the top dose activation, negative = inhibition, most hits filed as activators. actives 2.8% (n = 320,000). AID 485297, 2010; note: potency is the fitted concentration of half-maximal effect; % of control where 0% means no effect; nearly all actives have a fitted effect of over 60% in size
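Using Huh7 cells stably transfected with Rab9 promoter–luciferase, compounds were incubated 24 h at 37 °C, 5% CO2; luciferase luminescence was read 10 min after reagent addition.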
PKM2 activator = qHTS Assay for Activators of Human Muscle isoform 2 Pyruvate Kinase; purified PKM2, Kinase-Glo ATP luminescence, activation; response scale: 0% is enzyme alone, no compound; Potency, µM (top dose mostly 57.5 µM), inactives show at the highest dose activation, hits mostly activators; actives 0.34% (n = 260,000); AID 1631, 2009; note: potency is the fitted concentration of half-maximal effect; % is set by controls: 0 for no effect and ±100 for the full control effect; nearly all actives have a fitted effect of over 55% in size
Target sequence (P14618 whole entry, looked up, canonical isoform): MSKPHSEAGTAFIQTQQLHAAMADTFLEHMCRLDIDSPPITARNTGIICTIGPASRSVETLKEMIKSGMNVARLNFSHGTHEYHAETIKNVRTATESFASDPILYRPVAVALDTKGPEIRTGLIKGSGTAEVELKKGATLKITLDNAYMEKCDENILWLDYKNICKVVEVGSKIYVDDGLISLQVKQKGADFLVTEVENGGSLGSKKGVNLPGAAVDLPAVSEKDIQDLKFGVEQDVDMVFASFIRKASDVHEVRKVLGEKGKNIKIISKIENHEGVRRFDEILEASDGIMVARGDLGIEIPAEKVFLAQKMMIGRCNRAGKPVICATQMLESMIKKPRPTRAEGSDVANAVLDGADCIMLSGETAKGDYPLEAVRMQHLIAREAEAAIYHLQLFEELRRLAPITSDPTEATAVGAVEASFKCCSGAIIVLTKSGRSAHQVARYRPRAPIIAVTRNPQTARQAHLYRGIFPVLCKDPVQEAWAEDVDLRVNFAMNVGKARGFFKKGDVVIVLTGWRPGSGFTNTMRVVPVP
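Purified hPK-M2 (>95% pure) converted ADP (0.1 mM final) to ATP with 0.5 mM PEP in 50 mM imidazole pH7.2, KCl, MgCl2, Tween 20, BSA; 1 h at room temperature. ATP detected by Kinase-Glo luminescence.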
Giardia killer = Small Molecules that selectively kill Giardia lamblia: qHTS; actives 0.15% (n = 340,000); activity change, % at 7.66 µM, hits read low; Giardia lamblia trophozoite viability; AID 540267, 2011; in the data active = activity change below about -80%; inconclusive = between about -30% and that limit;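 note: parasites exposed to compound for two days anaerobically before the ATP read; % is set by controls: 0 for no effect and ±100 for the full control effect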
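Media and compound were dispensed first, then trophozoites at 100 cells/well; plates sat 48 hrs at 37 deg C without oxygen before ATP luminescence reagent was added and read after 15-30 min at room temperature.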
VP16 counter = VP16 counterscreen qHTS for inhibitors of ROR gamma transcriptional activity; Drosophila S2 Gal4-VP16 UAS-luciferase, luminescence, 20 h; actives 3.5% (n = 310,000); Potency, µM (titrated, usually from 53.6 µM), for the others: top-dose activity, negative = inhibition, hits mostly inhibitors; AID 2546, 2010;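 note: Gal4-VP16 expression switched on by copper sulfate through the metallothionein promoter; potency is the fitted concentration of half-maximal effect; % is set by controls: 0 for no effect and ±100 for the full control effect; nearly all actives have a fitted effect of over 50% in size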
Numbers without * were called inactive; ? = inconclusive; · = no result given; [ ] = dose if it differs, or a comment. Unless noted, calls come from the whole dose curve; as a rule, active = well fitted curve in the direction sought with a large enough effect; inconclusive = small, poorly fitted or top-dose-only effect, or another doubt; inactive = no such curve, though single readings can be large; an effect the other way counts as inactive or inconclusive.

item	Compound	Giardia killer	PKM2 activator	p53 reactivator	ELG1 genotox	Rab9 promoter act	RORgamma inh	BRCA1 expr up	FLuc counter	NPC1 promoter act	Menin-MLL TR inh	VP16 counter
1	CC(=O)c1sc(NC(=O)C2COc3ccccc3O2)nc1C (configuration not stated)	?	-6%	?	?	0.35µM*	7.1µM*	?	1.9µM*	0.45µM*	1%	10µM*
2	CC(C)(C)C(=O)OC/C(N)=N/OC(=O)c1ccccc1	14	-1%	3%	-2%	-1%	0%	-7%	?	3%	·	-12%
3	CCCCCc1ccc(C2=NNC(=O)CC2)cc1	-25	1%	?	?	16%	-30%[1.91 µM]	78%	?	21%	-1%	3%
4	C=CCNC(=O)c1cccc(NS(=O)(=O)c2ccc(Cl)cc2)c1	6	7%	-1%	-5%	-1%	2%	5%	-16%	-3%	14%	0%
5	CCOc1cccc2c1OC1(C)CC2NC(=O)N1c1ccc(OC)cc1 (configuration not stated)	-12	5%	-6%	-9%	-12%	?	3%	-2%	-2%	-26%	0%
6	CCOC(=O)c1ccc(N2C(=O)CC(NC3CCN(C(=O)c4ccc(F)cc4)CC3)C2=O)cc1 (configuration not stated)	7	-2%	8%	-5%	-10%	28%	-1%	2%	0%	-3%	12%
7	Cc1nc(NCC2CCCO2)[nH]c(=O)c1CCC(C)C (configuration not stated)	9	2%	7%	0%	-1%	25%	12%	1%	3%	-10%	3%
8	Cc1oc(-c2ccccc2F)nc1CN1CCC(C(=O)NCCC2=CCCCC2)CC1	3	0%	24%	-2%	0%	-1%	-51%	2%	0%	?	2%
9	COc1ccc(C(=O)N/N=C/c2sc(=O)n(Cc3cccc(C(=O)O)c3)c2Cl)cc1	-29	0%	5%	1%	5%	0%	0%	27µM*	1%	·	2%
10	Cc1noc(C)c1COc1ccc(C(=O)N2CCN(S(=O)(=O)c3ccc(Cl)cc3)CC2)cc1	3	·	2%	1%	-8%	·	2%	2%	-2%	·	·
11	CCCCN(C(=O)CSc1nnc2ccccn12)c1c(N)n(Cc2ccccc2)c(=O)[nH]c1=O	-16	9%	-1%	0%	-2%	-7%	13%	-2%	-2%	-9%	2%
12	O=C(CSCc1cnn(-c2ccccc2)c1-n1cccc1)NCc1ccc2c(c1)OCO2	0	1%	-19%	-3%	0%	?	-3%	2%	-3%	-2%	18%
13	COc1ccc(OC)c(CC(NC(C)=O)C(=O)NC2CCN(c3nc(C)cc(C)c3C#N)CC2)c1 (configuration not stated)	·	-15%	10%	-5%	9%	-14%	·	3%	12%	-11%	2%
14	OC(CN1CCN(c2cccc(Cl)c2)CC1)c1ccccc1 (configuration not stated)	17	·	-4%	-4%	3%	12%	-1%	-1%	2%	-14%	0%
15	Cc1cc(NC(=O)Nc2ccc(F)cc2F)n(C)n1	3	0%	20%	7%	17%	13%	-7%	-4%	6%	1%	-21%
16	Cc1ccc(N2CCN(C(=O)C3CCC(=O)N(Cc4ccc(Cl)cc4)C3)CC2)c(C)c1 (configuration not stated)	-26	·	-2%	-10%	-5%	?	-31%	0%	0%	·	-29%
17	Cc1ccc(S(=O)(=O)NCC(c2ccc3c(c2)OCO3)N2CCOCC2)cc1 (configuration not stated)	-3	·	2%	-1%	-1%	·	-4%	0%	-2%	·	·
18	COc1ccc(C2=NOC(C(=O)NCc3ccco3)C2)cc1OC (configuration not stated)	4	-1%	-4%	1%	-18%	-6%	-57%	-5%	-27%	-3%	-3%
19	Cc1cc(C)cc(NC(=O)CCn2ccnc2C)c1	15	-4%	7%	-2%	-1%	-35%	-1%	-2%	3%	17%	3%
20	COc1ccc(S(=O)(=O)N2CCCC(C(=O)NCCc3ccccc3)C2)cc1 (configuration not stated)	3	2%	-1%	-2%	-6%	35%	-8%	0%	1%	1%	-11%
21	On1c(-c2ccccc2)nc2ccc(Cl)cc21	4	-9%	?	8%	?	?	79%	17µM*	?	13%	-5%
22	CN(C)S(=O)(=O)c1cccc(COC(=O)C2=COCCO2)c1	4	-2%	8%	4%	-2%	13%	-8%	-2%	1%	2%	-17%
23	CC(C)CNC(=O)CSc1nc(-c2cccs2)cc(C(F)(F)F)n1	9	-1%	11%	-3%	-2%	-50%	-16%	2%	-6%	2%	-9%
24	N#CCC(=O)Nc1ccc(C(=O)OCC(=O)NNC(=O)c2ccc(Cl)cc2)cc1	8	·	3%	-1%	-8%	·	6%	-1%	-2%	·	·
25	O=C(NCCNC(=O)c1ccc(Cl)cc1Cl)c1ccco1	-12	·	-1%	0%	6%	37%	24%	-7%	0%	0%	4%
26	O=C(CSc1nc2ccccc2c(=O)n1-c1ccccc1Cl)NC1CCS(=O)(=O)C1 (configuration not stated)	-14	·	-9%	2%	-4%	·	-3%	5%	-2%	·	·
27	Cc1ccc(C(=O)NCc2ccccc2F)cc1S(=O)(=O)N1CCCC1	7	·	-4%	-2%	-1%	22%	-10%	2%	3%	-8%	-11%
28	CN(C)/C=C/C(=O)/C=C/c1ccc(Cl)cc1Cl	3	-2%	11%	?	1µM*	4%	-20%	12µM*	2.2µM*	-15%	-18%
29	CC(C)CNC(=O)c1noc2c1CCCC2	-26	-2%	2%	11%	-2%	?	-1%	-4%	-1%	?	5%
30	CSc1nc(N(C)NC(=O)c2ccccc2)c2ccccc2n1	-2	10%	5%	-1%	-22%	1%	-74%	1%	-22%	10%	-1%[0.365 µM]

A second format for 5 compounds above.
[1] CC(=O)c1sc(NC(=O)C2COc3ccccc3O2)nc1C (configuration not stated)
[9] COc1ccc(C(=O)N/N=C/c2sc(=O)n(Cc3cccc(C(=O)O)c3)c2Cl)cc1
[14] OC(CN1CCN(c2cccc(Cl)c2)CC1)c1ccccc1 (configuration not stated)
[29] CC(C)CNC(=O)c1noc2c1CCCC2
[15] Cc1cc(NC(=O)Nc2ccc(F)cc2F)n(C)n1
Screen / compound no.	1	9	14	29	15
Giardia killer	?	-29	17	-26	3
PKM2 activator	-6%	0%	·	-2%	0%
p53 reactivator	?	5%	-4%	2%	20%
ELG1 genotox	?	1%	-4%	11%	7%
Rab9 promoter act	0.35µM*	5%	3%	-2%	17%
RORgamma inh	7.1µM*	0%	12%	?	13%
BRCA1 expr up	?	0%	-1%	-1%	-7%
FLuc counter	1.9µM*	27µM*	-1%	-4%	-4%
NPC1 promoter act	0.45µM*	1%	2%	-1%	6%
Menin-MLL TR inh	1%	·	-14%	?	1%
VP16 counter	10µM*	2%	0%	5%	-21%

Going on with the list:
item	Compound	Giardia killer	PKM2 activator	p53 reactivator	ELG1 genotox	Rab9 promoter act	RORgamma inh	BRCA1 expr up	FLuc counter	NPC1 promoter act	Menin-MLL TR inh	VP16 counter
31	O=C(CC12CC3CC(CC(Br)(C3)C1)C2)NC1CCCC1	-14	·	-1%	3%	1%	31%	2%	0%	-4%	5%	5%
32	CC(=O)N1c2c(cc(Br)cc2S(=O)(=O)N2CCN(c3ccccn3)CC2)CC1C (configuration not stated)	-6	12%	-8%	-10%	-6%	9%	-33%	3%	2%	-4%	0%
33	CCc1nnc(NC(=O)Cc2ccc(OCc3c(C)noc3C)cc2)s1	-6	2%	-4%	0%	-4%	8%	-38%	0%	-1%	2%	12%
34	COc1cccc(NC(=O)CNC(=O)c2ccc([N+](=O)[O-])cc2)c1	3	0%	0%	4%	2%	1%	-8%	-1%	0%	·	-11%
35	CCS(=O)(=O)N1CCN(C(=O)c2cc(OC)cc(OC)c2)CC1	-4	-2%	-2%	-3%	0%	-14%	27%	-1%	-1%	-7%	7%
36	CCCN(S(=O)(=O)c1ccccc1F)S(=O)(=O)c1ccccc1Br	-20	0%	2%	-8%	-3%	-14%	-24%	-1%	-1%	19%	5%

Not all compounds are listed; rates above refer to the full screens.
